Source: PubChem (several laboratories)
MrgX1 allo act – human MrgX1 positive allosteric modulation, primary screen; MrgX1-HEK293, Fluo-4 calcium flux, FDSS; active compounds read high; B-score at 10 µM; Q96LB2; hit rate 0.63% among 310,000; AID 588675;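 active means plate-corrected calcium response at least 3 library SD above typical, normal starting fluorescence, not activating the receptor alone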;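 further: compound read alongside a low EC10 to EC30 dose of BAM8-22 agonist; peak minus trough fluorescence over baseline measured at the second addition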
MrgX1 ag – agonists of human MrgX1 receptor; AID 588627; Q96LB2; B-score at 10 µM; hit rate 0.44% among 310,000; MrgX1-HEK293 cells, Fluo-4 calcium fluorescence, agonist mode; active compounds read high;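 active means calcium response B-score plate-corrected fluorescence ratio at least 3 library SD, with starting fluorescence B-score inside 5 SD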
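System – MrgX1-expressing HEK293 cells · Incubation – cells plated overnight, dye loaded 0.5 h 37 °C, 0.5 h room temperature · Technique – kinetic Fluo-4 NW fluorescence of intracellular calcium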
TMEM16A act – activators or potentiators of mouse TMEM16A chloride channel | B-score at 10 µM | HEK293 TMEM16A/YFP-H148Q/I152L, iodide quench fluorescence; active compounds read low | hit rate 0.3% among 340,000;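 active means fluorescence-ratio B-score plate-corrected deviation score at least 3 library SD below zero, with starting fluorescence score within 5 deviations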;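 further: channel opened by trigger with iodide after compound preincubation; score built on the fluorescence ratio of max minus min over baseline; more negative score means more quench and so TMEM16A activation or potentiation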
SKKanGAS inh – blocks kanamycin growth of S. pyogenes SKKanGAS strain; BacTiter-Glo, 6 h; inhibition, % at 7.5 µM; hit rate 1.3% among 300,000;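 active means mean replicate score, as percent of positive control median, at least 50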;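 further: strain carries kanamycin resistance gene driven by streptokinase promoter and grows in 40 µg/ml kanamycin; loss of luminescence reflects streptokinase promoter inhibition or plain growth inhibition; 0% = median of DMSO wells and 100% = positive control at its reference dose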
RGS4 inh – inhibitors of human RGS4. P49798. HEK293 M3R/RGS4 inducible, Fluo-4 calcium flux; active compounds read high; triggered by carbachol at its EC20. B-score at 10 µM. hit rate 0.45% among 310,000. AID 463165;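 active means B-score, a plate-corrected calcium signal, over three deviations above library mean, with baseline fluorescence within five deviations of library mean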;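 further: RGS4 expression induced by doxycycline in cells with stable M3 receptor; B-score is computed from the integrated fluorescence ratio over baseline after carbachol; higher B-score means a larger calcium signal and so more RGS4 inhibition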
Target sequence (P49798 whole entry, looked up): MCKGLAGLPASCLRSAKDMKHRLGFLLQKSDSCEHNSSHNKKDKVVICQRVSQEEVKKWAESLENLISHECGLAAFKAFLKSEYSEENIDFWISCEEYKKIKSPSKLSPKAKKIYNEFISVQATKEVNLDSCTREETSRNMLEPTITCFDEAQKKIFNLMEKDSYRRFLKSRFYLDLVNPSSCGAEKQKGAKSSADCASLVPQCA
HDAC3 inhib – inhibitors of human histone deacetylase 3; recombinant HDAC3, fluorogenic peptide/trypsin coupled, fluorescence; inhibition, % at 8.3 µM; hit rate 0.15% among 320,000; AID 2718; in the data active means inhibition above about 26%, passing the limit was not always enough
TRPC6 inhibitor – inhibitors of mouse TRPC6 channel | Q61143 | AID 2553 | B-score at 10 µM | HEK293-TRPC6, membrane potential dye, ACh-evoked depolarization; active compounds read low | hit rate 1.1% among 310,000;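 active means B-score under library mean minus 3 SD, initial fluorescence not abnormally high, positive integrated signal ratio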;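 further: B-score derived from integrated fluorescence ratio over the kinetic read; more negative B-score means stronger inhibition of depolarization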
Target sequence (Q61143 whole entry, looked up): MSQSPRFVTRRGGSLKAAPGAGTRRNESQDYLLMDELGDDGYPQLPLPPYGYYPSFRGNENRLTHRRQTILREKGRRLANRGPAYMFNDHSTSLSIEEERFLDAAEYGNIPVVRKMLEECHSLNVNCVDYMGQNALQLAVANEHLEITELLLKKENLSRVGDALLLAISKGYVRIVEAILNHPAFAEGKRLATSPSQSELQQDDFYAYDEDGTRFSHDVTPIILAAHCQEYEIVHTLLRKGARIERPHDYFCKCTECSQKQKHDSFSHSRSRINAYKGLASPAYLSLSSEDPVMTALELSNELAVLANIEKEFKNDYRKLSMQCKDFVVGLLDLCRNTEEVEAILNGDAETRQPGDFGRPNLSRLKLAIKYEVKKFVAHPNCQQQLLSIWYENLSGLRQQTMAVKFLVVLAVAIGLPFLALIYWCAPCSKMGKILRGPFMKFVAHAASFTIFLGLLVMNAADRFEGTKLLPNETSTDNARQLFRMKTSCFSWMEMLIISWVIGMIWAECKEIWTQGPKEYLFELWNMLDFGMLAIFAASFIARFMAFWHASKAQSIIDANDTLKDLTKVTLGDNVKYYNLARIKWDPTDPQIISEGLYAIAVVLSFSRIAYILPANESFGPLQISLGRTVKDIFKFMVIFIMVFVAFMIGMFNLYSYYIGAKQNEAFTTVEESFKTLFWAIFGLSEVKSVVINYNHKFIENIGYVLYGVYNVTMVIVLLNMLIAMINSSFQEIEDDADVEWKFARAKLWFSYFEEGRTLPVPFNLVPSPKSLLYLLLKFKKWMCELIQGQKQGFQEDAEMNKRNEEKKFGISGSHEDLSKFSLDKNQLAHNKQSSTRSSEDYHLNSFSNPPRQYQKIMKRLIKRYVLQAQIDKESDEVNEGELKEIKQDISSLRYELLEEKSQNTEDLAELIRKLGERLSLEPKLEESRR
TMEM16A inh – blocks the mouse calcium-activated chloride channel TMEM16A; HEK293 TMEM16A/YFP iodide influx fluorescence, ionomycin; Q8BHY3; hit rate 1.2% among 310,000; normalized B-score (activity score, 25-100; higher = stronger inhibition) at 10 µM;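 active means ratio plate-corrected score three or more library SD toward inhibition, starting fluorescence score within five deviations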;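 further: score derived from kinetic fluorescence span divided by baseline fluorescence per well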
RGS4 pot – potentiators or activators of RGS4; HEK293 M3R/inducible RGS4, carbachol calcium flux Fluo4; active compounds read low; B-score at 10 µM; hit rate 0.92% among 310,000; AID 463111;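 active means B-score of the integrated calcium signal more than 4 SD below the library mean, with starting fluorescence not abnormally high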;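 further: negative B-score means reduced calcium response which marks RGS4 activation or potentiation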
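Detection: kinetic calcium fluorescence imaging with Fluo4-AM dye, 2 µM / Material: HEK293 cells with stable M3R and inducible RGS4 / Schedule: recording 10 s baseline at 1 Hz, 100 s post-agonist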
TRPC6 act – activators of mouse TRPC6 channel; HEK293-TRPC6 membrane potential dye fluorescence; active compounds read high; B-score at 10 µM; hit rate 0.13% among 310,000; AID 2550;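 active means B-score of the integrated fluorescence ratio above library mean plus 3 SD, and starting fluorescence ratio within library mean plus 5 SD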;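 further: higher score means more depolarization so channel activation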
MrgX1 antag – human MrgX1 receptor antagonism, primary screen; B-score at 10 µM; Q96LB2; MRGX1-HEK293 calcium flux, Fluo-4, BAM8-22 antagonism; active compounds read low; hit rate 1.3% among 310,000;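 active means calcium-response B-score plate-corrected more than 3 library SD below zero, starting fluorescence within 5 deviations, no agonist response on first addition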;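 further: peak minus trough fluorescence over baseline after final BAM8-22 challenge near maximal dose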
* = called active by the depositor; i = inactive; x = not tested or not shown; & = joins results of further samples.

Sequence of screens – MrgX1 allo act | MrgX1 ag | TMEM16A act | SKKanGAS inh | RGS4 inh | HDAC3 inhib | TRPC6 inhibitor | TMEM16A inh | RGS4 pot | TRPC6 act | MrgX1 antag
> COc1ccc([C@@H]2[C@@H]3C(=O)N(C(C)(C)C)C(=O)[C@@H]3[C@]3(Cc4ccccc4)C(=O)N(c4cccc(F)c4)C(=O)N23)cc1
 : i | i | i | 2 | i | 11 | i | i | i | i | i
> NS(=O)(=O)c1ccc(CCNC(=O)C(=O)NCC2OCCN2C(=O)c2ccc3c(c2)OCO3)cc1 (stereo not drawn)
 : i | i | i | -7 | i | -9 | i | i | i | i | i
> O=C(c1cnc2sccn2c1=O)N1CCc2ccccc2C1
 : i | i | i | -5 | i | 8 | i | i | i | i | i
> COc1ccc2[nH]cc(C(=O)CN3CCCCC3)c2c1
 : i | i | i | 5 | i | -10 | i | i | i | i | i
> OCCCNC(=S)Nc1ccc(Br)cc1Cl
 : i | i | i | 1 | i | -6 | i | i | i | i | i
> O=C(CN1CCN(c2ccc(Cl)cc2)CC1)NCc1ccccc1
 : i | i | i | -1 | i | -7 | i | i | i | i | i
> COc1ccccc1CNC(=O)CN1C(=O)NC(C)(c2ccc(C)cc2)C1=O (stereo not drawn)
 : i | i | i | 7 | i | 3 | i | i | i | i | i
> COc1cc(/C=N/NC(=O)c2sc3nc(C)cc(C)c3c2N)ccc1O
 : i | i | i | 4 | i | -3 | i | i | i | i | i
> CCOc1ccc(S(=O)(=O)N(C)c2ccc(OCC(=O)N3c4ccc(C)cc4C4CN(C)CCC43)cc2)cc1 (stereo not drawn)
 : i | i | i | 4 | i | x | i | i | i | i | i
> COC(=O)Nc1ccc2c(c1)N(C(=O)CCN1CCN3CCCC3C1)c1ccccc1CC2 (stereo not drawn)
 : i | i | i | -5&-7 | i | -1&2 | i | i | i | i | i
> CCCCNC(=S)NNC(=O)c1c(C)nc2ccccn12
 : i | i | i | -5 | i | -2 | i | i | i | i | i
> O=c1oc2c(CN3CCOCC3)c(O)ccc2c2ccccc12
 : i | i | i | 3 | i | -7 | i | i | i | i | i
> O=C1C(=O)N(Cc2ccncc2)C(c2cccc(O)c2)/C1=C(\O)c1ccc2c(c1)OCCO2 (stereo not drawn)
 : i | i | i | 1 | i | 8 | i | i | i | i | i
> CC(C)(C)NC(=O)CSc1nc2ccccc2c(=O)[nH]1
 : i | i | i | 6 | i | -6 | i | i | i | i | i
> CCOc1ccc(CNC(=O)c2ccc(Sc3ccc(C)cc3)c(NC(C)=O)c2)cc1
 : i | i | i | 1 | i | 5 | i | i | i | i | i
> O=C(Nc1cc(C(F)(F)F)ccc1F)C1CCCCC1
 : i | i | i | 1 | i | 4 | i | i | i | i | i
> O=C(O)C1=C[C@H](C2CC2)C[C@H](OCCCCO)O1
 : i | i | i | -5 | i | 2 | i | i | i | i | i
> COc1ccc2c(c1OC)C(=O)OC2Nc1nc(-c2cc3cc([N+](=O)[O-])ccc3oc2=O)cs1 (stereo not drawn)
 : i | i | i | 9 | i | 5 | i | i | i | i | i
> COc1ccc(CCN(C)C(=O)Cn2c(=O)oc3ccccc32)cc1OC
 : i | i | i | -2 | i | 3 | i | i | i | i | i
> COCCNC(=S)N1CCN(c2cccc(C(F)(F)F)c2)CC1
 : i | i | i | 1 | i | 3 | i | i | i | i | i
> COc1ccc2c(COC(=O)CNC(=O)C34CC5CC(CC(C5)C3)C4)cc(=O)oc2c1
 : i | i | i | 7 | i | -24 | i | i | i | i | i
> CCOC(=O)Cc1nnc(NC(=O)Nc2ccccc2)s1
 : i | i | i | -4 | i | 2 | i | i | i | i | i
> C=CCOC(=O)C1=C(C)NC(=O)NC1c1ccc(OCC)cc1 (stereo not drawn)
 : i | i | i | -2 | i | 2 | i | i | i | i | i
> CS(=O)(=O)NCCSCc1ccco1
 : i | i | i | -7 | i | 5 | i | i | i | i | i
> Cc1ccc2c(CC(=O)NCCc3ccc(S(N)(=O)=O)cc3)coc2c1
 : i | i | i | -5 | i | 0 | i | i | i | i | i
> COCc1cc(C)nc(SCc2ccc(Cl)cc2)c1C#N
 : i | i | x | 30 | i | -9 | i | i | -7.6* | i | i
> O=C(Nc1cc(Cl)ccc1N1CCOCC1)c1ccc(N2CCCC2=O)cc1
 : i | i | i | 5 | i | -14 | i | i | i | i | i
> CN(C)S(=O)(=O)c1ccc(Cl)c(NC(=O)CN2CCN(c3ccccn3)CC2)c1
 : x | x | i | -4 | i | x | i | x | i | i | x
> COc1ccc(S(=O)(=O)N2Cc3ccccc3CC2C(=O)Nc2nccs2)cc1 (stereo not drawn)
 : i | i | i | 2 | i | 12 | i | i | i | i | i
> CN1CCN(c2c(F)cc3c(=O)c(C(=O)O)cn4c3c2OCN4C)CC1
 : i | i | i | 104* | i | -21 | i | i | i | i | i

2 of the compounds above, tab-delimited.
structure	MrgX1 allo act	MrgX1 ag	TMEM16A act	SKKanGAS inh	RGS4 inh	HDAC3 inhib	TRPC6 inhibitor	TMEM16A inh	RGS4 pot	TRPC6 act	MrgX1 antag
COCCNC(=S)N1CCN(c2cccc(C(F)(F)F)c2)CC1	i	i	i	1	i	3	i	i	i	i	i
COc1ccc2c(COC(=O)CNC(=O)C34CC5CC(CC(C5)C3)C4)cc(=O)oc2c1	i	i	i	7	i	-24	i	i	i	i	i

Following part:
Sequence of screens – MrgX1 allo act | MrgX1 ag | TMEM16A act | SKKanGAS inh | RGS4 inh | HDAC3 inhib | TRPC6 inhibitor | TMEM16A inh | RGS4 pot | TRPC6 act | MrgX1 antag
> Cc1ccc(CS(=O)(=O)c2ccccc2-c2nnc(-c3ccc(Cl)cc3)o2)cc1
 : i | i | i | 10 | i | -3 | i | i | i | i | i
> CCOC(=O)C(NC(=O)c1ccccc1F)(Nc1cc(C)on1)C(F)(F)F (stereo not drawn)
 : i | i | i | 2 | i | 2 | i | i | i | i | i
> Cc1ccc(NC(=O)C[n+]2ccccc2)cc1[N+](=O)[O-]
 : i | i | i | -3 | i | 9 | i | i | i | i | i
> N=c1c[n+](-c2ccc(Cl)cc2)[n-]o1
 : i | i | i | -1 | i | -6 | i | i | i | i | i
> CC(C)CNC(=S)NC1CC2CCCC(C1)N2Cc1cccs1 (stereo not drawn)
 : i | i | i | 1 | i | 3 | i | i | i | i | i
> CC/C(=N\NC(=O)c1c[nH]c2ccccc12)c1cccs1
 : i | i | i | -5 | i | 1 | i | i | i | i | i
> CCOC(=O)CC1=NN(c2ccccc2)C(=O)/C1=C\c1ccc(OC)cc1OC
 : i | i | i | 4 | i | -5 | i | i | i | i | i
> Cc1ccc(Oc2nc(-c3cccnc3)nc3ccccc23)c([N+](=O)[O-])n1
 : i | i | i | 7 | i | -1 | i | i | i | i | i
> C=CCSc1nc2c(c(=O)[nH]c(=O)n2C)n1C/C=C(/C)Cl
 : i | i | i | 0 | i | 9 | i | i | i | i | i
> Cc1ccccc1CNC(=O)CCC(=O)N1CCOc2ccccc21
 : i | i | i | 2 | i | -1 | i | i | i | i | i
> CCN(CC)c1ccc(Nc2nc(Cl)ncc2Br)cc1
 : i | i | i | 15 | i | 1 | i | i | i | i | i
> Cc1ccccc1Cc1c(C)nc2ncnn2c1C
 : i | i | i | -3 | i | -3 | i | i | i | i | -7.8*
> O=C(COC(=O)CCSc1ccccc1)Nc1ccc(F)cc1Cl
 : i | i | i | -5 | i | 0 | i | i | i | i | i
> CC(C)C(C(=O)N1CCOCC1)N1C(=O)c2ccccc2C1=O (stereo not drawn)
 : i | i | i | -13 | i | 1 | i | i | i | i | i
> N#CC1(C#N)C(c2ccccc2)OC23CCCCC2C1(C#N)C(=N)O3 (stereo not drawn)
 : i | i | i | 4 | i | -6 | i | i | i | i | i
> COc1ccc(NC(=S)NCCc2ccc(Cl)cc2)c(OC)c1
 : i | i | i | -4 | i | 2 | i | i | i | i | i
> CCN(CC)CCN(C(=O)CCOc1ccccc1)c1nc2ccc(F)cc2s1
 : i | i | i | -1 | i | 4 | i | i | i | i | i
> O=[N+]([O-])c1ccc(CN2CCOCCOCCOCC2)cc1
 : i | i | i | -1 | i | -1 | i | i | i | i | i
> Cc1cc(C)c(C#N)c(SCC(=O)N2CCCCC2)n1
 : i | i | i | -4 | i | -6 | i | i | i | i | i
> O=C(NCCCN1CCOCC1)C1CCC(=O)N1C1CCCCC1 (stereo not drawn)
 : i | i | i | -3 | i | -2 | i | i | i | i | i
> COc1ccc(CCCC(=O)O)c(C)c1
 : i | i | i | -2 | i | -5 | i | i | i | i | i
> COc1ccc(C(=O)COC(=O)c2cc3ccccc3oc2=O)c(OC)c1
 : i | i | i | 7 | i | 4 | i | i | i | i | i
> O=C(NCCCN1CCOCC1)c1ccc2c(c1)N(Cc1cccc(F)c1)C(=O)c1ccccc1S2
 : i | i | i | -5 | i | 5 | i | i | i | i | i
> CCOc1ccc(N2CC(C(=O)NC3CCSC3=O)CC2=O)cc1 (stereo not drawn)
 : i | i | i | 4 | i | 1 | i | i | i | i | i
> COc1ccccc1-c1noc(-c2ccccc2)n1
 : i | i | i | -11 | i | 6 | i | i | i | i | i
> CCOCC(=O)Nc1nc2ccc(OCC)cc2s1
 : i | i | i | -7 | i | 4 | i | i | i | i | i
> O=C(c1ccc2c(c1)OCO2)N(c1ccc(Br)cc1)C1C=CS(=O)(=O)C1 (stereo not drawn)
 : i | i | i | 0 | i | 14 | i | i | i | i | i
> Cc1nnc(NC(=O)C2CCCN(c3ncccn3)C2)s1 (stereo not drawn)
 : i | i | i | x | i | -2 | i | i | i | i | i
> COCCN(Cc1cc2cc(C)c(C)cc2nc1Cl)C(=O)N1CCOCC1
 : i | i | i | 4 | i | 1 | i | i | i | i | i
> Cc1nn2c(NCc3ccccn3)cc(C(C)(C)C)nc2c1-c1ccccc1
 : i | i | i | 97* | i | -2 | i | i | i | i | i
> CN(Cc1ccccc1)c1ccc(N2C(=O)CCCC2=O)cc1[N+](=O)[O-]
 : i | i | i | 0 | i | 1 | i | i | i | i | i
> Cc1nnc(N/N=C/C2CC=CCC2)[nH]c1=O (stereo not drawn)
 : i | i | i | 4 | i | 8 | i | i | i | i | i
> COc1ccc(C2CC(=O)N3C(=C2C#N)SCC3(O)c2ccccc2)cc1 (stereo not drawn)
 : i | i | i | 4 | i | 2 | i | i | i | i | i

Looked up above:
Cc1ccc(NC(=O)C[n+]2ccccc2)cc1[N+](=O)[O-] in SKKanGAS inh: -3
Cc1nnc(N/N=C/C2CC=CCC2)[nH]c1=O (stereo not drawn) in SKKanGAS inh: 4
